High-throughput results as filed in PubChem.
H37Rv inhibition = M. tuberculosis growth inhibition, HTS (AID 449762); inhibition, % at 25 µM; hits with a dose series show IC50 in µM; hit rate 0.59% among 330,000; M. tuberculosis H37Rv growth inhibition, 7H9 media; higher % means a stronger effect; in the data active means a potency from the dose series; inconclusive means inhibition above about 70% without an active follow-up result;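 further: bacterial growth assessed after seven days of incubation; strong numbers were not always called active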
inhibitors of VEEV = inhibitors of VEEV TC-83 cytopathic effect, confirmation, Vero cells (AID 588727); hit rate 0.13% among 350,000; inhibition, % at 20 µM, or IC50 in µM where a hit was titrated; Vero cells, VEEV TC-83 cytopathic effect inhibition; higher % means a stronger effect; in the data active means a potency from the dose series; inconclusive means inhibition mostly from about 14% at the one dose, without a potency; inactive means the rest, 99 in 100 with inhibition below about 12%; further: strong numbers were not always called active
H1N1 NS1A inhibition = H1N1 influenza NS1A inhibitors, functional cell based assay (AID 504329) | inhibition, % at 12.5 µM; hits with a dose series show IC50 in µM | NS1A functional cell-based assay, percent inhibition; higher % means a stronger effect | hit rate 0.3% among 340,000; in the data active means a potency from the dose series; inconclusive means inhibition above about 27% without an active follow-up result; further: strong numbers were not always called active
tuberculosis growth = growth inhibition of non-replicating M. tuberculosis (AID 488890) | hit rate 0.39% among 320,000 | Mycobacterium tuberculosis non-replicating, growth inhibition; higher % means a stronger effect | inhibition, % at 25 µM; hits with a dose series show IC50 in µM; in the data active means a potency from the dose series; inconclusive means inhibition mostly from about 82% at the one dose, without a potency; inactive means the rest, 99 in 100 with inhibition below about 76%;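 further: plate controls were DMSO cells for no effect and high antibiotic wells for full effect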
Salmonella PhoP GFP = PhoP regulon inhibitors, Salmonella typhi PhoP promoter GFP reporter, confirmatory (AID 1850); Salmonella Typhi PhoP-promoter GFP reporter, fluorescence, 4 h; higher % means a stronger effect; one-dose inhibition, % at 50 µM; IC50 in µM for titrated hits; hit rate 0.33% among 310,000; in the data active means a potency from the dose series; inconclusive means inhibition mostly from about 25% at the one dose, without a potency; inactive means the rest, 99 in 100 with inhibition below about 19%;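 further: 0% = induced wells with vehicle and 100% = uninduced wells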
inhibitors of VEEV 10K pilot screen = recorded beside inhibitors of VEEV, whose call it bears; inhibition, %; measured here: 10K pilot screen inhibition
The depositor's hits bear a star; i = inactive; u = inconclusive; x = no result given.

SMILES | H37Rv inhibition | inhibitors of VEEV | H1N1 NS1A inhibition | tuberculosis growth | Salmonella PhoP GFP | others
COc1ccc(C2CC(c3cccs3)=NN2c2ccc(C=O)cc2)cc1 (stereo not given) | 2.5% | x | x | 43.0% | -41.9%
CC(C)NC(=O)NC(=O)COC(=O)c1cc[n+]([O-])cc1 | -3.8% | i | 0.2% | -2.6% | 8.9%
CCc1nccn1S(=O)(=O)c1ccc2ccc(C)cc2c1 | 10.2% | 0.9% | -6.6% | 32.0% | 6.7%
O=c1c2ccccc2nc2ccc(N3CCOCC3)nn12 | -4.2% | 3.7% | 1.1% | -19.1% | 6.0%
O=C(COc1cccc(C(F)(F)F)c1)Nc1ccc(S(=O)(=O)N2CCCCC2)cc1 | 1.0% | 5.0% | 5.0% | 27.3% | 3.4%
Cc1ccc(/C=C/C(=O)NC2CCS(=O)(=O)C2)cc1 (stereo not given) | 11.7% | 0.9% | -5.9% | 11.4% | -25.7%
Clc1cccc(OCCCn2ccnc2)c1 | 0.3% | 1.1% | -10.2% | u | -8.7%
CCn1c(=O)c(C(=O)NCCc2ccccc2)c(O)c2ccccc21 | 1.1% | 5.0% | -7.8% | -1.8% | -4.6%
COc1ccc(C)cc1N(C(=O)c1cccc(F)c1)c1nc2ccccc2s1 | 14.1% | i | -2.5% | 16.8% | -7.8% | inhibitors of VEEV 10K pilot screen=0.9
CCc1ccc(-n2ccc(=O)c(C(=O)O)n2)cc1 | -10.5% | 0.9% | -9.8% | -6.8% | 8.8%
COc1ccc2c(=O)cc(-c3cccnc3)oc2c1OC | 8.7% | 0.0% | 16.7% | 10.4% | 1.1%
CCn1c(SCC(=O)NC2CCCc3ccccc32)nnc1-c1ccncc1 (stereo not given) | -1.1% | 2.9% | -6.2% | -7.2% | 2.2%
CCOCCn1c(CN2CCCCC2)nc2c1c(=O)n(C)c(=O)n2C | -4.5% | 1.1% | 4.7% | -10.9% | -10.1% | inhibitors of VEEV 10K pilot screen=0.2
O=C(NCCc1ccccc1)C1CCN(S(=O)(=O)c2ccc(-c3nn[nH]n3)cc2)CC1 | 2.1% | 1.3% | -4.5% | 6.1% | 0.6%
Cc1cc(C(=O)COC(=O)c2ccc(N)c([N+](=O)[O-])c2)c(C)n1-c1ccc2c(c1)OCO2 | 8.2% | 5.7% | 3.5% | -3.6% | -2.0%
CCCCOc1ccc(/C(O)=C2/C(=O)C(=O)N(CCN(C)C)C2c2ccc(O)c(OC)c2)cc1 (stereo not given) | -9.9% | i | -0.2% | -7.7% | -11.8%
Cc1cccc(CN2CCN(CC(=O)N3CCCC3)C2=O)c1 | -12.0% | 0.0% | -4.7% | -19.1% | 0.1% | inhibitors of VEEV 10K pilot screen=0.0
CCCCn1c(=NC(=O)c2cccnc2)c(C(=O)OCC)cc2c(=O)n3ccccc3nc21 | x | 7.4% | 2.1% | x | 12.3%
O=C(NC1(C(F)(F)F)NC(=O)N(C2CCCC2)C1=O)C1CC1 (stereo not given) | -4.6% | 0.5% | -0.9% | 9.8% | 1.9%
COc1ccc(CCNC(=O)c2ccc3c(c2)OCO3)cc1 | 5.2% | 1.8% | 3.3% | 23.2% | 6.0%

12 structures out of the list, ordered by length of the SMILES, falling.
SMILES | H37Rv inhibition | inhibitors of VEEV | H1N1 NS1A inhibition | tuberculosis growth | Salmonella PhoP GFP | others
Cc1cc(C(=O)COC(=O)c2ccc(N)c([N+](=O)[O-])c2)c(C)n1-c1ccc2c(c1)OCO2 | 8.2% | 5.7% | 3.5% | -3.6% | -2.0%
O=C(NCCc1ccccc1)C1CCN(S(=O)(=O)c2ccc(-c3nn[nH]n3)cc2)CC1 | 2.1% | 1.3% | -4.5% | 6.1% | 0.6%
O=C(COc1cccc(C(F)(F)F)c1)Nc1ccc(S(=O)(=O)N2CCCCC2)cc1 | 1.0% | 5.0% | 5.0% | 27.3% | 3.4%
COc1ccc(C)cc1N(C(=O)c1cccc(F)c1)c1nc2ccccc2s1 | 14.1% | i | -2.5% | 16.8% | -7.8% | inhibitors of VEEV 10K pilot screen=0.9
O=C(NC1(C(F)(F)F)NC(=O)N(C2CCCC2)C1=O)C1CC1 (stereo not given) | -4.6% | 0.5% | -0.9% | 9.8% | 1.9%
COc1ccc(C2CC(c3cccs3)=NN2c2ccc(C=O)cc2)cc1 (stereo not given) | 2.5% | x | x | 43.0% | -41.9%
CC(C)NC(=O)NC(=O)COC(=O)c1cc[n+]([O-])cc1 | -3.8% | i | 0.2% | -2.6% | 8.9%
Cc1ccc(/C=C/C(=O)NC2CCS(=O)(=O)C2)cc1 (stereo not given) | 11.7% | 0.9% | -5.9% | 11.4% | -25.7%
Cc1cccc(CN2CCN(CC(=O)N3CCCC3)C2=O)c1 | -12.0% | 0.0% | -4.7% | -19.1% | 0.1% | inhibitors of VEEV 10K pilot screen=0.0
COc1ccc2c(=O)cc(-c3cccnc3)oc2c1OC | 8.7% | 0.0% | 16.7% | 10.4% | 1.1%
O=c1c2ccccc2nc2ccc(N3CCOCC3)nn12 | -4.2% | 3.7% | 1.1% | -19.1% | 6.0%
Clc1cccc(OCCCn2ccnc2)c1 | 0.3% | 1.1% | -10.2% | u | -8.7%

Next section.
SMILES | H37Rv inhibition | inhibitors of VEEV | H1N1 NS1A inhibition | tuberculosis growth | Salmonella PhoP GFP | others
COc1cccc(-n2cn[nH]c2=S)c1 | -2.6% | 0.9% | -3.2% | -2.8% | 4.9%
N#Cc1c(SCC(=O)O)nc(N2CCCCC2)c2c1CCCC2 | 23.1% | 3.5% | 0.8% | 57.7% | -9.1%
COCCCNC(=S)N1CCCN(c2nc3cc(C)ccc3cc2C#N)CC1 | -1.4% | 1.2% | -14.3% | 16.0% | 7.3%
COc1ccc(S(=O)(=O)N=C2C=C(C)C(=O)C(C)=C2)cc1 | -12.4% | 2.4% | 5.9% | 11.4% | 3.7%
CCc1cc(C(c2ccc(F)cc2)N2CCOCC2)c(NC(=O)c2ccccc2)s1 (stereo not given) | 50.7% | 1.4% | -12.9% | u | -1.9%
CC(C)Cc1cc(C(=O)N2CCCC(C(=O)c3cc(F)ccc3F)C2)n(C)n1 (stereo not given) | 3.4% | 1.7% | 0.6% | 5.6% | 6.2%
C(=C\c1ccccn1)/c1ccncc1 | -3.3% | 0.9% | -1.9% | -3.4% | -3.6%
Cc1ccc(C(=O)Nc2cccc(-c3cnc4ccccc4n3)c2)cc1 | 2.6% | 0.7% | 7.4% | -2.0% | 0.6%
Cc1nn(-c2ccc(N3CCCCC3)nn2)c(C)c1CCC(=O)Nc1ccc(F)cc1 | 2.4% | 10.4% | -1.2% | 48.4% | 0.2%
C=CCn1c(=O)c2ccccc2n2c(SCC(=O)N3CCCc4ccccc43)nnc12 | -3.9% | 2.0% | 22.0% | -3.6% | -4.6%
O=C1C=C(N2CCCCC2)c2ccccc2C1=O | -12.3% | i | x | 30.6% | 21.9%
CC(=O)Nc1ccc2c(c1)C(=O)N(C1CCCCC1)C2=O | -0.5% | 4.0% | -3.6% | x | -1.6%
O=C(Cc1ccccc1)Nc1ccc(C(=O)Nc2ccc(O)cc2)cc1 | -8.7% | 1.1% | -18.9% | -28.0% | -10.1%
c1ccn2c(SCc3cn4ccsc4n3)nnc2c1 | -6.9% | 0.3% | -2.7% | 3.1% | -6.0%
Cc1[nH]nc2nc(SCC(=O)NCC3CCCO3)n(-c3ccc(Br)cc3)c(=N)c12 (stereo not given) | -2.9% | 7.5% | 10.0% | 3.0% | 1.3%
CCC(=O)Nc1ccc2c(c1)C(=O)c1ccccc1C2=O | -0.3% | i | 18.4% | 28.1% | 7.9%
CCc1noc(C)c1C(=O)NCCc1ccc(Cl)cc1 | -4.8% | 0.2% | -8.2% | -10.2% | 1.0%
CCCn1c(=O)c(C(=O)NCc2ccncc2)c(O)c2ccccc21 | -0.8% | 5.0% | 11.1% | 14.6% | 1.2%
c1ccc(OCCOc2ncnc3sccc23)cc1 | 5.7% | 0.3% | -0.7% | 4.2% | 12.0%
N#CC1=C(N)Nc2ncnn2C1c1ccc(F)cc1 (stereo not given) | -2.8% | 0.6% | -2.5% | -5.5% | 10.2%
NNC(=O)CCc1ccc(S(=O)(=O)N2CCOCC2)cc1 | -5.0% | 1.6% | 2.9% | 8.9% | 1.2%
O=[N+]([O-])c1ccc2nc(/C=C/c3ccc(Cl)cc3)[nH]c2c1 | u | 5.7% | 6.2% | u | 9.1%
Cc1c(C(=O)Nc2ccc(Cl)cc2)c2ccccn2c1C(=O)c1ccc([N+](=O)[O-])cc1 | 1.5% | 2.5% | 15.0% | 9.2% | -7.7%
O=S(=O)(NCc1cc(-c2ccccc2)no1)c1ccc(Cl)cc1 | 9.7% | 0.3% | -9.6% | 8.5% | 3.2%
C=CCn1c(-c2ccccc2OC)n[nH]c1=S | 7.5% | 0.9% | -5.8% | -7.5% | 2.7%
O=C(Cn1nc(C(=O)O)c2ccccc2c1=O)Nc1cc(Cl)cc(Cl)c1 | 4.6% | 0.6% | 3.2% | -5.0% | -0.2%
CCOC(=O)N1CCN(C2=C(NS(=O)(=O)c3ccc(NC(C)=O)cc3)C(=O)c3ccccc3C2=O)CC1 | 21.4% | 7.9% | 12.4% | 35.5% | -9.7%
CCCCOC(=O)CSc1nc(N)c(C#N)c(-c2ccc(OCC)cc2)c1C#N | -4.1% | 0.4% | 3.8% | -25.3% | 1.5%
CCc1c(C(=O)Nc2ccccc2C(N)=O)csc1C | 11.2% | 9.5% | -10.9% | 2.3% | -3.7%
Cc1ccc(CN2CCN(Cc3cnc(N4CCOCC4)s3)CC2CCO)o1 (stereo not given) | 3.6% | i | -9.3% | -14.2% | 0.6%
Cc1ccc(NCc2nc3ccccc3n2C)c(C)c1 | -8.4% | 0.6% | 1.6% | 61.9% | 2.8%
O=C(O)c1cccc(S(=O)(=O)NCC2COc3ccccc3O2)c1 (stereo not given) | 9.3% | 1.1% | -0.8% | -8.5% | x
CC1=C(C(=O)OCC2CCCO2)C(c2coc3ccccc3c2=O)C2=C(CCCC2=O)N1 (stereo not given) | -0.5% | 1.7% | -6.8% | 16.1% | 1.6%
CSCCC(NS(=O)(=O)c1ccc2c(c1)oc(=O)n2C)C(=O)NCc1ccccc1 (stereo not given) | -2.8% | i | 13.4% | 1.9% | -14.7%
COc1ccccc1N1CCN(C(=O)COc2cc(C)cc(C)c2)CC1 | -0.4% | 7.8% | 6.0% | 10.3% | -9.5%
CCCCN(C(=O)CCCSc1nc2ccccc2[nH]1)c1c(N)n(Cc2ccccc2)c(=O)[nH]c1=O | -7.2% | 6.9% | -5.4% | 29.3% | 0.1%
COc1ccc(CCNC(=O)CN(c2ccc(OC)c(OC)c2)S(=O)(=O)c2ccccc2)cc1OC | 0.1% | 10.9% | 5.1% | 7.8% | -14.1%
COc1ccc(-c2csc3nc(-c4ccc(C)cc4)oc(=O)c23)cc1OC | 14.1% | i | 1.2% | 2.0% | -10.1%
CCCOc1ccc(C(=O)N(CC(C)C)c2c(N)n(Cc3ccccc3)c(=O)[nH]c2=O)cc1 | -1.9% | 1.1% | -3.5% | 11.4% | 5.8%
O=C(NCCN1CCCCC1)c1c(O)c2ccccc2[nH]c1=O | -0.2% | 6.0% | 0.9% | -0.1% | -3.8%
COc1ccc(CNS(=O)(=O)NCc2ccccc2)cc1 | 11.5% | 0.8% | -4.5% | 4.1% | -5.2%
Cc1ccc(-n2nnnc2SCc2ccccn2)cc1C | -0.3% | 1.5% | -3.8% | 7.9% | -5.0%
CC1COc2ccccc2N1C(=O)c1ccc(Cl)cc1 (stereo not given) | 9.5% | 0.3% | -22.4% | 34.4% | -1.1%
CCCOc1ccc(C(=O)Nc2ccc(S(=O)(=O)Nc3cc(C)nc(C)n3)cc2)cc1 | 9.4% | 1.9% | 13.0% | 43.1% | 15.9%
CCC(=O)c1ccc(OCC(=O)NC2CCN(Cc3ccccc3)CC2)cc1 | 6.1% | 1.5% | -3.8% | 17.2% | x
CC(C)CC(c1nnnn1CCc1ccccc1)N1CCC(C(N)=O)CC1 (stereo not given) | -4.3% | 0.6% | -7.5% | -11.4% | -12.0%
COc1ccc(C(CNC(=O)CCNC(=O)c2ccccc2Cl)N2CCCC2)cc1 (stereo not given) | 4.5% | 1.8% | -6.0% | -11.0% | x
O=C(c1ccccc1)C1CCN(C(=O)c2ccc(Cl)cc2)CC1 | -7.8% | 0.5% | 0.1% | 7.1% | 4.7%
Oc1ccc(-c2nc3ncccn3c2Nc2ccc3c(c2)OCO3)cc1 | 4.8% | 4.2% | 15.2% | x | 0.7%

The order is random. About 1.5% of those tested had a hit in this group.
